HP1b chromo inh: HTS for Inhibitors of HP1-beta Chromodomain Interactions with Methylated Histone Tails | hit rate 0.56% among 390,000 | AID 540317, 2011 | Potency, µM (top dose mostly 114 µM), for inactives: top-dose activity change, negative = inhibition, actives largely listed as inhibitors | AlphaScreen HP1-beta / biotin-H3K9me3 peptide binding | Chromobox protein homolog 1 (Homo sapiens), P83916; further: potency means the concentration at half of the fitted maximal effect; nearly all actives have a fitted effect of over 70% in size; inactives centre near 23
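HP1-beta protein (50 nM final) preincubated 30 min at room temperature with biotinylated H3(1-18)K9me3 peptide (50 nM) in PBS pH 7.4, 0.01% Tween-20, then compound added for 30 min. AlphaScreen streptavidin donor/nickel chelate acceptor beads (10 ug/mL final), 30 min dark, luminescence read.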
BAZ2B inh: qHTS Assay for Inhibitors of BAZ2B | Bromodomain adjacent to zinc finger domain protein 2B (Homo sapiens), Q9UIF8 | AlphaScreen BAZ2B-H3K14Ac peptide displacement | Potency, µM (titrated, usually from 114 µM), inactives show at the highest dose activity change, negative = inhibition, usual class: inhibitors | hit rate 4.4% among 360,000 | AID 504333, 2011; further: potency means the concentration at half of the fitted maximal effect; on the % scale 0 is the no-effect control and ±100 the full control effect; nearly all actives have a fitted effect of over 60% in size
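BAZ2B 50 nM plus b-H3(5-23)K14Ac 50 nM, PBS pH 7.4/0.01% Tween-20, 30 min RT; compound added (max 110 uM), 30 min RT; streptavidin donor/Ni-chelate acceptor beads 10 ug/mL final, 20 min dark; AlphaScreen read.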
PGK inhibitor: qHTS Assay to Find Inhibitors of Phosphoglycerate Kinase; Phosphoglycerate kinase, glycosomal (Trypanosoma brucei brucei), P07378; PGK/GAPDH coupled, Kinase-Glo luminescence, 60 min; Potency, µM (highest dose often 57.5 µM), inactives show at the top dose activity change, negative = inhibition, actives largely listed as inhibitors; hit rate 0.043% among 380,000; AID 602233, 2012; further: potency means the concentration at half of the fitted maximal effect; on the % scale 0 is the no-effect control and ±100 the full control effect; nearly all actives have a fitted effect of over 60% in size
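Luminescent ATP detection (Kinase-Glo Plus) follows a 60-minute room-temperature incubation, with wells lacking PGK as controls. Buffer: 100 mM TEA (pH 7.6), 5 mM MgCl2, 0.01% Tween-20. Coupling enzyme GAPDH (100 nM final) supplies unstable 1,3-BPG in-well.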
GLS inhibitor: qHTS for Inhibitors of Glutaminase (GLS). Glutaminase kidney isoform, mitochondrial (Homo sapiens), O94925. GLS enzymatic activity, qHTS titration. Potency, µM (top dose mostly 45.5 µM), without a hit: at the top dose activity change, negative = inhibition, hits mostly inhibitors. hit rate 0.21% among 410,000; further: potency means the concentration at half of the fitted maximal effect; on the % scale 0 is the no-effect control and ±100 the full control effect
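Assay buffer: 45 mM KH2PO4 pH 8.2, 0.02% Tween-20. hKGA acts on L-glutamine (1 mM solution added); product glutamate is reported by an oxidase/peroxidase Amplex Red coupling, with fluorescence taken at baseline and 30 min.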
JMJD2A Tudor inh: qHTS Assay for Inhibitors of JMJD2A-Tudor Domain; hit rate 4.4% among 390,000; Potency, µM (doses to about 114 µM), inactives show top-dose activity change, negative = inhibition, hits mostly inhibitors; Lysine-specific demethylase 4A (Homo sapiens), O75164; AlphaScreen JMJD2A-Tudor / H3K4me3 peptide binding; further: potency means the concentration at half of the fitted maximal effect; on the % scale 0 is the no-effect control and ±100 the full control effect; nearly all actives have a fitted effect of over 50% in size
Target sequence (O75164 whole entry, looked up, the tested form may be a part): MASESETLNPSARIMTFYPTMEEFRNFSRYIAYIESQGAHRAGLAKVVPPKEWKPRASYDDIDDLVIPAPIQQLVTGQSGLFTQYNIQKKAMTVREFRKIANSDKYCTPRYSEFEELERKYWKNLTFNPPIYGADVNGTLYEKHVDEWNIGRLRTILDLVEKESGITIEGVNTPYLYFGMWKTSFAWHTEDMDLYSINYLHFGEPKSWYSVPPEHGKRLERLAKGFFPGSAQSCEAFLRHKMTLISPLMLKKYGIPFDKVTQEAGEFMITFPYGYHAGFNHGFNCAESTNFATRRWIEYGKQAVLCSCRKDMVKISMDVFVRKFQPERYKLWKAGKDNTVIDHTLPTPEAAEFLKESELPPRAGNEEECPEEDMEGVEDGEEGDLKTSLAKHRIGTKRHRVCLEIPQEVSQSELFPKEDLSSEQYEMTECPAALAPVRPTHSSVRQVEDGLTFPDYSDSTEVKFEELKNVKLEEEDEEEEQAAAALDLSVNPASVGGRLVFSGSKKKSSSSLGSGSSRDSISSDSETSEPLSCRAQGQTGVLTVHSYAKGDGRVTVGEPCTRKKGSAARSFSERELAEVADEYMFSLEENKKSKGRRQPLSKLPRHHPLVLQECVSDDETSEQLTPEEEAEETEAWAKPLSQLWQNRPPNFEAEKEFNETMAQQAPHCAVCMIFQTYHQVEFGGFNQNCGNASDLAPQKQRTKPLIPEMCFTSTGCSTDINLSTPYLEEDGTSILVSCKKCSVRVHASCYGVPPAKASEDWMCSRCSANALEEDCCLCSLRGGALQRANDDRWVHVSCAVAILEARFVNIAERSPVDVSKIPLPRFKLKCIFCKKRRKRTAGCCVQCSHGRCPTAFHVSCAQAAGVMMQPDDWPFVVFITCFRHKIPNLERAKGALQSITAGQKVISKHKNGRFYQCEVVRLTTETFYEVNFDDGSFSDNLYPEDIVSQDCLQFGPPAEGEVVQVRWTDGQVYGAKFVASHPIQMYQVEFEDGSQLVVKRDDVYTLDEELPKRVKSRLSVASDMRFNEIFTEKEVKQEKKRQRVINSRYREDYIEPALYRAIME
PI4K2A block: qHTS for small molecular inhibitors of PI4K2A; purified PI4K2A, ADP-Glo luminescence, 1 h; stronger effect = lower value; activity change, negative = inhibition, % at 76.9 µM; hit rate 0.13% among 420,000; in the data active means activity change below about -50%; inconclusive means mostly about -30% to -49%;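 further: -100% = wells without enzyme as full effect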
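ADP-Glo luminescence measured ADP generated by PI4K2A enzyme (4 ug/mL before mixing) with 1.2 mM PI substrate (pre-mix) and 300 microM ATP (pre-mix). Tris pH7.5 buffer with MgCl2, Triton X-100; 1 h reaction at ambient temperature.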
Pin1 inh: qHTS Assay to Find Inhibitors of Pin1; Peptidyl-prolyl cis-trans isomerase NIMA-interacting 1 (Homo sapiens), Q13526; Pin1 FP peptide displacement, HiFluor488, 10 min; Potency, µM (top dose mostly 115 µM), for inactives: at the top dose activity, negative = inhibition, usual class: inhibitors; hit rate 0.009% among 390,000; AID 504891, 2011; active means well fitted inhibition curve with a large enough effect in the polarisation, with a control signal flat, not every such curve was filed as active; inconclusive means small, poorly fitted or top-dose-only effect, or effect the other way, or a change in a side signal; inactive means no such curve, though single readings can be large or run the other way; the % refers to the polarisation; further: potency means the concentration at half of the fitted maximal effect; on the % scale 0 is the no-effect control and ±100 the full control effect
G9a block: qHTS Assay for Inhibitors of Histone Lysine Methyltransferase G9a; Histone-lysine N-methyltransferase EHMT2 (Homo sapiens), Q96KQ7; G9a H3K9 monomethylation, AlphaScreen, 2 h; Potency, µM (highest dose often 102 µM), for inactives: top-dose activity, negative = inhibition, usual class: inhibitors; hit rate 8.8% among 350,000; AID 504332, 2011; further: potency means the concentration at half of the fitted maximal effect; on the % scale 0 is the no-effect control and ±100 the full control effect; nearly all actives have a fitted effect of over 75% in size
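Chemiluminescent proximity detection of H3K9 monomethylation, read after 10 min bead incubation in the dark. Reaction: 20 nM G9a, 500 nM biotin-H3K9 peptide, 20 uM SAM cofactor, 2 h, room temperature, following 15 min enzyme-compound preincubation.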
Pol eta inh: qHTS for Inhibitors of Polymerase Eta; Potency, µM (highest dose often 114 µM), inactives show at the highest dose activity change, negative = inhibition, hits mostly inhibitors; recombinant Pol eta, fluorescent DNA replication assay; AID 588591, 2011; DNA polymerase eta (Homo sapiens), Q9Y253; hit rate 1.2% among 390,000; further: potency means the concentration at half of the fitted maximal effect; on the % scale 0 is the no-effect control and ±100 the full control effect
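Pol eta at 10 nM preincubated with compounds 15 min at room temperature; reaction started with fluorescent substrate (50 nM final) and read kinetically at 0 and 10 min.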
* = called active by the depositor; i = inactive; ? = inconclusive; nt = not tested or not shown; [ ] = dose if it differs, or a comment. Unless noted, the call rests on the fitted dose curve; in most records, active means well fitted curve in the direction sought with a large enough effect; inconclusive means small, poorly fitted or top-dose-only effect, or another doubt; inactive means no such curve, though single readings can be large; an effect the other way counts as inactive or inconclusive. Not all compounds are listed; count on the stated rates, not on these rows.

HP1b chromo inh,BAZ2B inh,PGK inhibitor,GLS inhibitor,JMJD2A Tudor inh,PI4K2A block,Pin1 inh,G9a block,Pol eta inh,SMILES
-3%,?,-4%,-1%,-30%,-19,6%,-1%,-12%,COC(=O)C1=C(N)N(c2ccccc2C(F)(F)F)C2=C(C(=O)CCC2)C1c1ccc2c(c1)OCO2 (centres undefined)
8%,1%,i,-2%,-32%,1,-3%,nt,0%,CCOC(=O)c1[nH]c2cc3c(cc2c1NC(=O)CN1CCCC1)OCO3
89%[activator],18%,3%,-5%,27%,2,-1%,91%[activator],-18%,COc1cccc(CNC(=O)c2cc(COc3c(F)cccc3F)on2)c1
21%,29%,5%,-1%,-6%,1,-1%,-6%,-24%,COc1ccc(N(CC(=O)N/N=C(\C)c2ccc(OC)c(OC)c2)S(=O)(=O)c2ccccc2)cc1
44%[activator],4%,i,0%,-8%,7,0%,5%[59 µM],-15%,CCOC(=O)c1cc(-c2ccc(OC(F)F)cc2)nc2c1c(=O)[nH]c(=O)n2C
5%,-24%,-2%,22%,-28%,2,-2%,-6%,-10%,COc1ccc(N2CCN(C(=O)c3cc([N+](=O)[O-])ccc3N3CCN(CCO)CC3)CC2)cc1
42%[activator],-30%,8%,1%,1%,-5,0%,-3%[59 µM],-25%,CCOc1ccc(NC(=O)c2oc3ccccc3c2NC(=O)C2CCCCC2)cc1
11%,5%,-4%,23%,?,2,?,-36%,?,O=c1cc(O)c2c(=O)n(Cc3ccccc3)c3ccccc3c2o1
38%,0%,-1%,8%,-3%,0,4%,14%,-7%,COCCCn1cnnc1SCC(=O)Nc1ccc(S(=O)(=O)N2CCCC2)cc1
18%,10%,-3%,-4%,-1%,-1,-8%,8%,-3%,O=C(CNC(=O)c1ccc(F)cc1)N/N=C/c1cccnc1
23%[57 µM],-1%,-2%,-3%,-8%,3,-1%,-14%[59 µM],-9%,COc1ccc2c(c1)CC(NC(=O)Nc1cc(Cl)ccc1OC)CO2 (centres undefined)
30%,-2%,-8%,8%,-3%,-1,2%,nt,-11%,Cc1ccc(F)cc1CNC(=O)C1CCC(=O)N(C2CC2)C1 (centres undefined)
-9%,?,-2%,12%,-32%,1,29%,-23%,-17%,CCN(CC)c1ccc(/C=N/OC(C)C(=O)Nc2ccc(C)cc2)cc1 (centres undefined)
34%,nt,-2%,18%,-1%,1,-12%,nt,-16%,CC(=O)Nc1ccc(S(=O)(=O)N(C)CC(=O)NNC(=O)Cc2nc3ccccc3n2C)cc1
25%,4%,9%,?,7%,0,2%,-36%,6%,CCOC(=O)C1CCN(C(=O)/C=C/c2ccc(OC)cc2)CC1
52%[activator],-5%,i,-3%,-10%,5,?,19%,-9%,O=Cc1c(N2CCN(CCO)CC2)nc2ccccn2c1=O
28%,-9%,i,-12%,-1%,-1,0%,-3%,-14%,COC(=O)c1cn(NC(=O)Cc2c(F)cccc2Cl)c(=O)c2ccccc12
46%[activator],-9%,i,-5%,-9%,-7,-3%,-50%[59 µM],-15%,CCCCn1c(/N=C/c2ccccc2NS(=O)(=O)c2ccc(C)cc2)nc2ccccc21
20%,4%,-4%,-1%,-9%,4,-2%,-9%,-13%,c1cn(-c2ncnc3sc4c(c23)CCCC4)cn1
27%,?,8%,38%[activator],-28%,0,nt,15%[2.33 µM],-8%,CCc1ccc([C@@H]2CC=C(C(=O)O)[C@H](c3ccc(Cl)cc3)N2S(=O)(=O)c2ccc(C)cc2)cc1
9%,50µM*,-2%,9%,-14%[57.1 µM],-11,34%[activator],40µM*,8%,CC(=O)c1c(C)[nH]c(C(=O)CSc2nnc(-c3ccco3)n2Cc2ccccc2)c1C
32%,nt,2%,0%,4%,-5,?,nt,?,COc1ccc(C(=O)O)cc1S(=O)(=O)Nc1ccc2cn[nH]c2c1
68%[activator],5%,1%,0%,-2%,1,5%,0%[59 µM],-8%,Cc1ccc(CNC(=O)C(=O)NCC(c2cccs2)S(=O)(=O)c2ccccc2)cc1 (centres undefined)
16%,-5%,0%,0%,0%,3,0%,29%[59 µM],-16%,Cc1cccc(C)c1NC(=O)C1(N2C(=O)CC2c2ccccc2)CCCCC1 (centres undefined)
37%,-7%,0%,18%,-9%,19,-14%,nt,-1%,O=C(NC12CC3CC(CC(C3)C1)C2)N1CCN(c2ncccn2)CC1
11%,?,-4%,3%,-34%,6,3%,16%[59 µM],6%,O=C(N/N=C/c1ccc(Br)cc1)c1ccc(Br)o1
-23%,-11%,1%,10%,?,3,-18%,79µM*,?,CCCOc1ccc(/C(O)=C2\C(=O)C(=O)N(c3ccccn3)C2c2ccccc2F)cc1C (centres undefined)
34%,1%,8%,1%,-3%,1,1%,20%[0.0925 µM],4%,Cc1cc(OCC(=O)NCCc2cccc(F)c2)c2c(C)cc(=O)oc2c1
32%,-15%,-6%,14%,-8%,7,-1%,-9%,-9%,COc1ccc(NC(=O)C(CCSC)NC(N)=O)cc1NS(=O)(=O)c1ccc(F)cc1 (centres undefined)
-4%,-19%,-5%,-15%,-22%,-7,-6%,0%,-5%,Cc1ccc(S(=O)(=O)NCCSCc2ccco2)cc1
1%,-25%,-6%,14%,-27%,0,?,1.8µM*,-21%,CC(=O)Nc1ccc(N=Cc2c(O)ccc3ccccc23)cc1
18%,-15%[57.1 µM],-6%,-5%,-14%,-3,8%,19%,-5%,COc1ccc(/C=C2/C(=N)N3N=C(CC(=O)N4CCCC4)SC3=NC2=O)cc1OC
19%,3%,2%,-1%,36%,-11,0%,0%,-18%,CCOC1(C(F)(F)F)NC(=O)N(Cc2ccc(OC)cc2)C1=O (centres undefined)
14%,-8%,i,-3%,-21%,5,-3%,-3%[12.7 µM],-3%,COc1cccc(N2CC(O)=C(c3nc4ccccc4s3)C2=N)c1
?,?,3%,18%,?,-3,5%,-26%[59 µM],-23%,CCO[C@H]1OC(C(=O)N2CCN(Cc3ccc4c(c3)OCO4)CC2)=C[C@@H](c2csc3ccccc23)[C@@H]1CCCO
40%[activator],2%,i,-5%,-6%,-2,-3%,-13%[2.33 µM],-7%,C[C@H]1CN=C(N(C)C)N1CCCC1CCCCC1
25%,2%,1%,14%,-8%,0,8%,?,1%,O=C(c1cc2n(n1)C(C(F)(F)F)CC(c1ccc(F)cc1)N2)N1CCCC1 (centres undefined)
13%,-2%,nt,0%,-9%,-4,-11%,?,-10%,CN=C(Nc1cc(C)nn1CCC#N)c1ccccc1F
-2%,-31%,-10%,10%,-25%,2,-8%,79µM*,-5%,O=C(Cn1c(NCCCO)nc2ccccc21)c1ccc(Cl)cc1Cl
29%,-18%,-1%,0%,-7%,1,2%,67%[activator],-11%,O=C(NCc1cccc(Cl)c1)c1ccncc1
11%,-14%,-6%,0%,-1%,-4,-4%,14%,-3%,O=C(O)CCC(=O)N1CCN(S(=O)(=O)c2cccs2)CC1
-24%,?,-2%,16%,?,-1,0%,?,-10%,Cc1nc(-c2ccc(-n3nncc3-c3ccco3)cc2)cs1
12%,-3%,-4%,-3%,-27%,-5,0%,9%[2.33 µM],-15%,O=[N+]([O-])c1ccc(S(=O)(=O)Nc2ccc(-c3ccc(N4CCOCC4)nn3)cc2)cc1
?,?,?,0%,79µM*,0,?,?,50µM*,C/C(N)=C(/C#N)C(=O)CSc1nc2ccccc2[nH]1
21%,-39%,i,?,-29%,-2,22%,?,?,Cc1cc(/C=C2\C(=N)N3N=C(CC(=O)N4CCOCC4)SC3=NC2=O)c(C)n1-c1ccccc1
22%,-16%,-9%,-1%,-5%,1,2%,-5%,-21%,COc1ccc(C2NC(=O)NC(C)=C2C(=O)OC2CCC(C)CC2)cc1 (centres undefined)
49%[activator],0%,-2%,0%,-10%,-2,-6%,14%[12.7 µM],-11%,O=C(Cn1cccc1C(=O)c1ccccc1)NCc1cccnc1
45%[activator],-7%,-3%,5%,-20%,-3,15%,?,-17%,CCn1cc(C(=O)NCCCN2CCCC2)c(=O)c2cc(S(=O)(=O)N3CCc4ccccc4C3)ccc21
29%,-22%,-2%,1%,-5%,0,9%,-42%,3%,CC(C)[C@H](N)C(=O)NC[C@H]1CC[C@H](C(=O)N[C@@H](Cc2ccccc2)C(=O)O)CC1
18%,-4%,7%,0%,-4%,1,0%,6%[59 µM],0%,COc1ccc(-c2cc(C(F)(F)F)n3nc(C(=O)NCC45CC6CC(CC(C6)C4)C5)cc3n2)cc1OC
-9%,?,-8%,10%,11µM*,-3,1%,?,-13%,COc1ccccc1NC(=O)CC(NCc1ccccc1)C(=O)O (centres undefined)

High-throughput results deposited in PubChem by National Center for Advancing Translational Sciences (NCATS).
